# High-throughput results (PubChem BioAssay)
# RXFP1 ag – activates the human relaxin receptor RXFP1 | Potency, µM (titrated, usually from 57.5 µM), for the others: top-dose activation, most hits filed as activators | hit rate 0.3% among 370,000 | Q9HBX9 | HEK293T-RXFP1 cAMP TR-FRET, 30 min; response scale: percent of porcine relaxin response, buffer zero | AID 2676; further: potency means the concentration at half of the fitted maximal effect; on the % scale 0 is the no-effect control and ±100 the full control effect; nearly all actives have a fitted effect of over 60% in size; many of its hits are not listed in these tables
#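 cAMP rise read by TR-FRET after 30 min, 37C compound exposure (up to 58 uM) in RXFP1-transfected HEK293 cells with Ro 20174 present. EC50 from Hill-equation fits, with 29 nM porcine relaxin as 100% and buffer as basal.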
# D1 agonist – agonists of human D1 dopamine receptor; P21728; HEK293 T-REx D1 cells, calcium flux, agonist mode; activation, % at 2 µM; hit rate 1% among 360,000; AID 504660; in the data active means activation above about 30%; further: 0% is about no effect
#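 Agonism was scored from calcium flux recorded over 180 s (1 read/s) after pintool compound addition, following a 10-cycle baseline. Cells were inducible force-coupled HEK293 TREx D1, plated overnight at 30 C and loaded with no-wash calcium dye.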
# D1 potentiator – human D1 dopamine receptor positive modulation | P21728 | HEK293 TREx D1 cells, calcium flux, dopamine EC20 potentiation | potentiation, % at 10 µM | hit rate 0.036% among 360,000; in the data active means potentiation above about 30%; further: 0% is about no effect
# TRHR PAM – TRH receptor (human) allosteric enhancement | P34981 | TRHR cells, fluo-8 calcium fluorescence, EC20 TRH enhancement | enhancement, % at 2 µM | hit rate 0.66% among 360,000; in the data active means enhancement above about 30%; further: 0% is about no effect
# Target sequence (P34981 whole entry, looked up): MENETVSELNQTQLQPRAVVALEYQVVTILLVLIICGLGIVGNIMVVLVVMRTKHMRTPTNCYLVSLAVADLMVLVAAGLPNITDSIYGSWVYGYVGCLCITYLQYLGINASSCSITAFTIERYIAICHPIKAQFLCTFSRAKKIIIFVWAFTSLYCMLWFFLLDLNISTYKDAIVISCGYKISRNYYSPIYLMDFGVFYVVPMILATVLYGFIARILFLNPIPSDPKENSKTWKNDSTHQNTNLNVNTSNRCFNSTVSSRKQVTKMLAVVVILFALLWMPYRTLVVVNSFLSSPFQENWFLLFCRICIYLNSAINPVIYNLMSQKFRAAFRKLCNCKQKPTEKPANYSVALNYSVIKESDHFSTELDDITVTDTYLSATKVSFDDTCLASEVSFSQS
#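 Enhancer read-out: after compound pinning and an initial kinetic agonist-mode read, an EC20 of TRH (10 nM final) was injected and fluo-8 calcium signal (Ex 480/Em 530) followed at 1 s/cycle for 100 cycles in TRHR-expressing cells.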
# D1 antag – blocks dopamine activation of the human D1 receptor. HEK293 TREx D1 cells, calcium flux, dopamine EC80; active compounds read low. activity change, negative = inhibition, % at 10 µM. hit rate 3.2% among 360,000. AID 504652; in the data active means activity change below about -30%; further: on the % scale 0 is the no-effect control and ±100 the full control effect
#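 Tetracycline-induced HEK293 T-REx cells with force-coupled D1 receptor were loaded with a no-wash calcium dye. Compound was added after a 10 s baseline and read kinetically for 180 s; EC80 dopamine was then added and calcium flux followed another 180 s.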
# TRHR ag – TRH receptor (human) agonism. hit rate 0.18% among 360,000. activation, % at 2 µM. P34981. TRHR cells, calcium flux fluo-8, FDSS agonist mode; in the data active means activation above about 30%; further: 0% is about no effect
#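 TRHR-expressing cells, plated overnight in medium with 10% serum, were loaded with fluo-8 calcium dye at room temperature. After a 10 s baseline, library compound was pin-added and calcium release was recorded kinetically (ex 480/em 530) as agonist response.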
# RXFP1 antag – RXFP1 (human) relaxin receptor antagonism. activity change, negative = inhibition, % at 57.5 µM. HEK293-RXFP1, relaxin-stimulated cAMP HTRF, 30 min; active compounds read low. hit rate 0.59% among 350,000. AID 1259400;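 active means activity change of -60% or lower, but not beyond a set lower limit; inconclusive means change between -60% and -40%, or beyond the set limit; inactive means change above -40%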; further: on the % scale 0 is the no-effect control and ±100 the full control effect
# D2 PAM – D2 dopamine receptor (human) potentiation; P14416; AID 485347; potentiation, % at 10 µM; HEK293 T-REx D2, calcium flux, EC20 dopamine potentiation; hit rate 0.34% among 340,000;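 active means potentiation over 3 SD above the plate norm, cut at about 30% in these data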; further: 0% is about no effect
# Target sequence (P14416 whole entry, looked up): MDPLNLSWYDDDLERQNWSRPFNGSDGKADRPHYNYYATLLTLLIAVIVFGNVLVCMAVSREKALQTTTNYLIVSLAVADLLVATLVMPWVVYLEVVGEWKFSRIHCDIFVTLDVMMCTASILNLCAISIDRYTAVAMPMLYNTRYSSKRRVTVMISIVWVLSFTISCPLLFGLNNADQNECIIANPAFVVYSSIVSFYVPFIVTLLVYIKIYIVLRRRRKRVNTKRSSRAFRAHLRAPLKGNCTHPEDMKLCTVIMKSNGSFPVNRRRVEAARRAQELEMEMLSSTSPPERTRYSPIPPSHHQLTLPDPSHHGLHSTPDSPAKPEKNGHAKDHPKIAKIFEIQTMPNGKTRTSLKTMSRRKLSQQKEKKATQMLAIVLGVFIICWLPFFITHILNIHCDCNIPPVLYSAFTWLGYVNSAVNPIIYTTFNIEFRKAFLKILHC
#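 Tetracycline-induced HEK293 T-REx cells force-coupled to calcium signalling expressed D2; compounds were pin-added after a 10 s baseline, read kinetically 180 s, then an EC20 dopamine challenge followed with a further 180 s calcium read.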
# Anesthetic bind – binds horse apoferritin like a general anesthetic. apoferritin/1-aminoanthracene competitive binding, fluorescence. hit rate 0.074% among 350,000. Potency, µM (highest dose often 77.5 µM), inactives show at the highest dose activity change, negative = displacement, most hits filed as inhibitors. AID 485281; further: potency means the concentration at half of the fitted maximal effect; on the % scale 0 is the no-effect control and ±100 the full control effect; nearly all actives have a fitted effect of over 20% in size
# Target sequence (P02791 2-175 limits assumed): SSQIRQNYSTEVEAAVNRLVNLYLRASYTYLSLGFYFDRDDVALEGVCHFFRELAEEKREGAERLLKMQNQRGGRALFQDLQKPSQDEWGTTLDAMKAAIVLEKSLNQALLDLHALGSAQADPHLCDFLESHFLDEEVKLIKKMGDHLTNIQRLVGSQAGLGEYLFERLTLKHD
#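 Probe: 1-aminoanthracene (50% saturated, PBS). Protein: horse-spleen apoferritin, 10 uM. Incubation: 10 min, room temperature. Detection: 380 nm excitation, 535 nm emission. Analysis: normalized response, four-parameter Hill.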
# * marks the source's active call; other numbers are inactive results; ? = inconclusive; / = not tested or not shown; [ ] = dose if it differs, or a comment. Unless noted, the call rests on the fitted dose curve; in most records, active means well fitted curve in the direction sought with a large enough effect; inconclusive means small, poorly fitted or top-dose-only effect, or another doubt; inactive means no such curve, though single readings can be large; an effect the other way counts as inactive or inconclusive.
SMILES,RXFP1 ag,D1 agonist,D1 potentiator,TRHR PAM,D1 antag,TRHR ag,RXFP1 antag,D2 PAM,Anesthetic bind
CCOc1cc(C(=O)N2CCn3c4c(c5cc(C)ccc53)CCCC42)cc(OCC)c1OCC (configuration not stated),0.3%,0.2,-2.4,-5.3,12.4,-0.3,/,-1.9,-8.7%
O=C(c1ccc(CNc2c(N3CCCC3)c(=O)c2=O)cc1)N1CCN(C2CCCCC2)CC1,3.4%,0.0,-6.8,5.4,-4.1,0.7,/,1.6,2.0%
O=C(Nc1ccccc1C(=O)N1CCN(Cc2ccccc2)CC1)c1ccc(F)cc1,-0.5%,1.3,0.3,-5.9,12.3,-0.5,-7.9,-6.9,-4.4%
CCOc1ccc(C(=O)NCC(=O)Nc2ccc(N3CCOCC3)cc2)cc1OCC,0.6%,2.5,2.1,-1.3,1.6,0.5,3.0,-9.3,-4.5%
O=C(c1cccs1)N1CCN(c2ccc(Cl)cc2)CC1,2.4%,9.9,1.9,-2.7,-0.6,-0.3,3.2,3.0,-15.0%
CC1N=C2c3ccccc3N=C(SCC(=O)NCc3ccc(Cl)cc3)N2C1=O (configuration not stated),6.9%,2.5,0.1,-0.5,-1.4,-0.9,10.3,-2.4,17.2%
Cc1ccccc1NC(=O)CSc1nc(-c2ccccc2)cn1-c1ccccc1F,0.4%,8.0,-4.8,-2.6,1.4,0.4,0.4,-4.6,68.3%[activator]
COc1ccc(S(=O)(=O)N2CCOCC2)cc1NC(=O)c1ccccc1-c1ccc(C(F)(F)F)cc1,0.2%,12.3,-5.4,14.0,-2.4,-0.9,5.9,22.0,-5.9%
Cc1cc2c(cc1S(=O)(=O)N1CCc3ccccc31)NC(=O)CO2,-0.3%,3.3,-4.9,-0.5,-11.6,-0.7,-14.6,12.0,-16.3%
O=C1Nc2ccccc2/C1=C/c1cccnc1,-0.4%,0.3,-9.8,21.3,4.3,2.3,-7.0,0.8,-16.7%
CC(=O)Nc1ccc(S(=O)(=O)N2CCN(CCc3ccccc3)CC2)cc1,1.4%,4.4,-5.6,-2.9,-33.2*,0.2,0.6,-2.8,-17.9%
COc1ccc(/C=C/C(=O)NC(=S)N2CCOCC2)cc1,-0.9%,0.6,-4.3,-2.5,-17.4,-0.2,3.8,13.3,-5.4%
CCc1ccc(NC(=O)N2CCOc3ccc(Cl)cc32)cc1,0.3%,3.3,-1.6,6.1,-2.5,0.5,?,5.6,-4.1%
O=C(COC(=O)CNS(=O)(=O)/C=C/c1ccccc1)NC1CCS(=O)(=O)C1 (configuration not stated),1.2%,3.0,-8.2,4.5,-21.9,-0.5,-8.7,11.4,?
Cc1csc(N(C(=O)c2cccc(S(=O)(=O)N(C)C)c2)c2ccccc2)n1,-1.5%,1.2,-7.8,6.5,2.3,-0.3,8.7,2.6,-19.1%
CCC(=O)N1CCN(c2ccc(Cl)cc2NC(=O)c2ccc3c(c2)OCCO3)CC1,1.3%,0.4,-7.3,5.4,31.8,-0.2,-3.8,-1.7,3.2%
COc1ccccc1C(CCNCc1ccccc1)c1ccc(OC(C)C)cc1 (configuration not stated),-3.2%,28.1,12.2,17.7,12.3,1.4,-24.4,11.4,-9.8%
CCn1nc(C)c(CCC(=O)O)c1C,0.0%,-0.5,1.1,-8.3,-1.3,-0.5,-0.5,/,-6.2%
O=C(O)c1cccnc1Br,-1.1%,2.5,-1.6,1.2,-5.5,0.3,-1.4,-0.8,-2.0%
O=C(Nc1ccccc1)c1nn(-c2ccccc2)c(=O)cc1C(F)(F)F,-0.3%,2.9,-3.3,4.6,21.4,-0.5,-11.3,-0.7,-14.0%
O=C(CCCN1CCOCC1)c1ccc2c(c1)OCCO2,2.7%,3.4,-3.5,-2.9,5.0,1.6,0.2,1.7,-10.2%
C/C(=N\OC(=O)c1c(-c2ccccc2Cl)noc1C)c1ccncc1,-0.1%,1.6,0.5,3.3,2.1,-0.1,-8.9,-4.2,-1.0%
Cn1nc(C(F)(F)F)cc1-c1ccc(S(N)(=O)=O)s1,0.3%,6.1,2.2,4.7,-13.0,-1.6,-2.9,-0.9,6.1%
COc1cc(CNCCN2CCOCC2)ccc1OCc1ccc(Cl)cc1,0.5%,16.4,-2.5,-6.9,-5.9,1.9,5.7,-12.7,?
CCN1CCCC(OC(=O)c2cc(-c3ccc(C)cc3)nc3ccccc23)C1 (configuration not stated),1.3%,7.1,-4.2,0.2,-5.4,2.1,?,0.3,-18.7%
CC(C)Cc1nnc(NC(=O)c2ccc3c(c2)OCCO3)s1,-4.8%,4.3,5.8,11.6,14.1,1.7,-0.9,-0.7,/
COc1ccc(C(C(=O)NCC2CCCO2)N(C(=O)CNC(=O)c2ccco2)c2cc(C)ccc2C)cc1OC (configuration not stated),-4.5%,0.8,/,-3.9,13.6,-0.7,-3.9,-0.6,0.0%
CCCn1c(=N)c(C(=O)NCc2cccnc2)cc2c(=O)n3cccc(C)c3nc21,14.5%,7.3,3.6,-0.1,26.3,0.0,/,12.3,47.8%[activator]
CCC(=O)Nc1ccc(S(=O)(=O)Nc2nccs2)cc1,-1.4%,7.1,1.4,0.7,-3.9,-1.1,0.5,16.2,-10.0%
O=c1[nH]c(CSc2ccccn2)nc2c1oc1ccccc12,3.8%,0.2,-3.6,5.1,5.6,0.2,-0.9,-2.0,-7.6%
COCc1[nH]c(=S)[nH]c(=O)c1C,0.5%,2.8,2.4,2.1,9.0,-0.2,11.9,4.5,10.5%
N#Cc1c(-c2ccccc2F)cc(-c2cccnc2)nc1N,5.4%,1.1,-5.5,-7.0,-0.1,-0.6,-6.4,-0.3,79.3%[activator]
CC(=O)Nc1cccc2c1C(=O)N(c1ccc(OC(C)=O)cc1)C2=O,2.5%,1.8,-0.3,-7.7,1.2,0.0,3.1,-4.0,-3.4%
Cc1ccc(CNC(=O)C2CCCN2C(=O)NCc2ccccc2)cc1 (configuration not stated),-0.1%,0.2,1.3,-1.1,17.2,0.7,-2.6,-1.9,-7.7%
O=c1c2ccccc2nc(SCc2ccc([N+](=O)[O-])cc2)n1-c1ccc(Cl)cc1,-1.1%,2.5,-4.5,-2.6,-2.8,0.6,0.6,-11.9,43.6%[activator]
COc1ccc(CCNC(=O)c2c([S-])n(-c3ccc(C)cc3)c3cccc[n+]23)cc1,0.0%,0.5,-4.2,-12.2,-34.7*,-0.3,3.6,14.6,-7.3%
Cc1ccc(-c2cn3cccnc3n2)cc1NC(=O)C(C)(C)Oc1ccc(Cl)cc1,3.8%,-0.1,5.1,-1.2,-2.3,-1.0,21.9,15.8,-14.3%
CCN(CC)c1c([N+](=O)[O-])c(=O)n(CC)c2ccccc12,-1.8%,0.5,-0.5,-4.7,-5.1,-0.6,-17.9,-19.2,-4.0%
COc1ccc(N(C)C(=O)Cc2c(C(=O)O)[nH]c3ccccc23)c(OC)c1,-0.6%,0.1,-9.9,-0.2,5.9,-0.6,-5.3,4.8,-3.3%
CCOC(=O)N1CCN(C(=O)CN(c2ccc(C)cc2C)S(=O)(=O)c2ccccc2)CC1,-0.6%,-2.0,0.8,-2.4,-6.4,0.0,/,-13.7,-0.5%
CCCCc1ccc(S(=O)(=O)Nc2ccc(C)c(NS(C)(=O)=O)c2)cc1,0.3%,22.8,-4.9,8.4,-35.1*,-0.4,-18.0,-4.8,-5.0%

# An excerpt from above in order of count of non-hydrogen atoms, rising.
SMILES,RXFP1 ag,D1 agonist,D1 potentiator,TRHR PAM,D1 antag,TRHR ag,RXFP1 antag,D2 PAM,Anesthetic bind
O=C1Nc2ccccc2/C1=C/c1cccnc1,-0.4%,0.3,-9.8,21.3,4.3,2.3,-7.0,0.8,-16.7%
CCC(=O)Nc1ccc(S(=O)(=O)Nc2nccs2)cc1,-1.4%,7.1,1.4,0.7,-3.9,-1.1,0.5,16.2,-10.0%
COc1ccc(/C=C/C(=O)NC(=S)N2CCOCC2)cc1,-0.9%,0.6,-4.3,-2.5,-17.4,-0.2,3.8,13.3,-5.4%
N#Cc1c(-c2ccccc2F)cc(-c2cccnc2)nc1N,5.4%,1.1,-5.5,-7.0,-0.1,-0.6,-6.4,-0.3,79.3%[activator]
C/C(=N\OC(=O)c1c(-c2ccccc2Cl)noc1C)c1ccncc1,-0.1%,1.6,0.5,3.3,2.1,-0.1,-8.9,-4.2,-1.0%
Cc1ccc(CNC(=O)C2CCCN2C(=O)NCc2ccccc2)cc1 (configuration not stated),-0.1%,0.2,1.3,-1.1,17.2,0.7,-2.6,-1.9,-7.7%
Cc1csc(N(C(=O)c2cccc(S(=O)(=O)N(C)C)c2)c2ccccc2)n1,-1.5%,1.2,-7.8,6.5,2.3,-0.3,8.7,2.6,-19.1%
Cc1ccccc1NC(=O)CSc1nc(-c2ccccc2)cn1-c1ccccc1F,0.4%,8.0,-4.8,-2.6,1.4,0.4,0.4,-4.6,68.3%[activator]
O=C(Nc1ccccc1C(=O)N1CCN(Cc2ccccc2)CC1)c1ccc(F)cc1,-0.5%,1.3,0.3,-5.9,12.3,-0.5,-7.9,-6.9,-4.4%
CCOC(=O)N1CCN(C(=O)CN(c2ccc(C)cc2C)S(=O)(=O)c2ccccc2)CC1,-0.6%,-2.0,0.8,-2.4,-6.4,0.0,/,-13.7,-0.5%
O=C(c1ccc(CNc2c(N3CCCC3)c(=O)c2=O)cc1)N1CCN(C2CCCCC2)CC1,3.4%,0.0,-6.8,5.4,-4.1,0.7,/,1.6,2.0%
COc1ccc(S(=O)(=O)N2CCOCC2)cc1NC(=O)c1ccccc1-c1ccc(C(F)(F)F)cc1,0.2%,12.3,-5.4,14.0,-2.4,-0.9,5.9,22.0,-5.9%
COc1ccc(C(C(=O)NCC2CCCO2)N(C(=O)CNC(=O)c2ccco2)c2cc(C)ccc2C)cc1OC (configuration not stated),-4.5%,0.8,/,-3.9,13.6,-0.7,-3.9,-0.6,0.0%

# The list is partial (hit frequency here may not be typical).
